From PubChem BioAssay
GluA2 TARP mod = modulators of AMPA receptor GluA2-stargazin complexes; O88602+P19491; HEK293 GluA2+stargazin, membrane potential dye (FDSS), glutamate EC50; hits were called plate by plate, in both directions; calls only at 30 µM; actives 3.5% (n = 40,000);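 active = any of four per-well response measures lying three or more SD from its plate-wide compound average, in either direction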
GluA2 TARP mod agonism max-min = recorded beside GluA2 TARP mod, whose call it bears; compound max-min signal; compound-alone response (agonism);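 unitless range of fluorescence divided by baseline over first 100 seconds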
GluA2 TARP mod glutamate slope = also measured in GluA2 TARP mod; calls as there; glutamate slope, % of max; measured here: glutamate response slope, % max;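 scaled per plate between vehicle wells and maximal 1 mM glutamate control wells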
* hit, by the source's call; i = inactive; + = active, no number.

SMILES	GluA2 TARP mod	GluA2 TARP mod agonism max-min	GluA2 TARP mod glutamate slope
COc1cc(NC(=O)NCC2CCN(C(=O)c3cc4ccccc4o3)CC2)cc(OC)c1OC	i	0.045	39
COc1ccc(NC(=O)Cn2cccc(-c3nc(-c4ccc(Br)cc4)no3)c2=O)cc1	i	0.1	40
Cc1nc(NC(=O)Cc2c(C)nn(C3CCS(=O)(=O)C3)c2C)sc1C(=O)N(C)C (configuration not stated)	i	0.14	53
COc1ccc(-c2noc(-c3c(SC)nn(CC(=O)Nc4ccc(C)c(C)c4)c3N)n2)cc1	i	0.18	54
COc1ccc(S(=O)(=O)N2CCN(c3ccc4nncn4n3)CC2)cc1C	i	0.11	44
CS(=O)(=O)c1ccc(Nc2nc(CC(=O)Nc3ccc(C(N)=O)cc3)cs2)cc1	i	0.089	62
COc1ccc(CSCc2nc3ccccc3[nH]2)cc1OC	i	0.11	68
Cc1ccc(NC(=O)c2ccc(Br)o2)cc1N1CCCCC1=O	i	0.092	61
Cc1cc(NC(=O)c2c(F)cccc2F)ccc1N1CCCCC1=O	i	0.094	35
COc1ccc(-c2c(C)oc3cc(OC(=O)c4cc(OC)c(OC)c(OC)c4)ccc3c2=O)cc1	i	0.033	51
Cn1c(N=Nc2c(O)[nH]c3ccccc23)nc2c1c(=O)n(Cc1ccccc1)c(=O)n2C	i	0.13	68
O=C(/C=C/c1ccc2c(c1)OCO2)Nc1ccc2c(c1)N(C(=O)C1CC1)CC2	+	0.23*	60*
Cn1nc(-c2ccc(NC(=O)c3ccc(-c4ccccc4)cc3)cc2)ccc1=O	i	0.031	17
CSCCC(C)(O)CNC(=O)C1(c2cccs2)CCCC1 (configuration not stated)	i	0.071	62
CC(C)N1CCc2c(sc(NC(=O)COc3ccc(Cl)cc3)c2-c2nc3ccccc3s2)C1	i	0.13	62
COc1ccc(NC(=O)Cn2cc(-c3nc(-c4cccs4)no3)ccc2=O)cc1Cl	i	0.12	60
CC(C)Sc1ccc(CC(=O)NCC2(O)CCCC2)cc1	i	0.095	58
COc1ccc(NC(=O)Cc2ccc(F)cc2)cc1N1CCCCC1=O	i	0.047	45
COc1ccc(NC(=O)Cn2cnc3c(nnn3C)c2=O)cc1OC	i	0.085	60
COc1cc(C2Nc3ccc(C(=O)c4ccccc4)cc3NC3=C2C(=O)CC(C)(C)C3)cc(I)c1O (configuration not stated)	i	0.071	46
Cc1ccc(OCC(O)Cn2c(N3CCCC3)nc3c2c(=O)n(C)c(=O)n3C)cc1C (configuration not stated)	i	0.096	68
Cc1cc(NC(=O)C2CCCN2S(=O)(=O)c2ccc(Cl)cc2)n(C(C)C)n1 (configuration not stated)	i	0.077	54
O=C(NCC(c1ccco1)N1CCN(c2ccc(F)cc2)CC1)c1ccsc1 (configuration not stated)	i	0.11	44
Cc1nnc2ccc(N3CCN(S(=O)(=O)c4cccc(C(F)(F)F)c4)CC3)nn12	i	0.11	50
CCS(=O)(=O)N1CCCc2ccc(NS(=O)(=O)c3cc(C)c(OC)c(C)c3)cc21	i	0.055	58

Additional records
SMILES	GluA2 TARP mod	GluA2 TARP mod agonism max-min	GluA2 TARP mod glutamate slope
CCn1nccc1C(=O)Nc1cc(-c2ccccc2)sc1C(=O)OC	i	0.1	55
Cc1cc(C(=O)Nc2ccccc2S(C)(=O)=O)on1	i	0.085	51
COc1ccc(S(=O)(=O)N2CCC(C(=O)Nc3ccc(C)cc3C(=O)c3ccccc3)CC2)cc1	i	0.079	43
COc1ccc(SCC(=O)Nc2nc3c(s2)Cc2ccccc2-3)cc1	i	0.12	62
COc1ccc(NC(=O)CSc2nccn3nc(-c4ccccc4)cc23)cc1OC	i	0.12	50
O=C(NCC1CCCO1)c1c(NC(=O)C2COc3ccccc3O2)sc2c1CCCC2 (configuration not stated)	i	0.061	40
O=C(NCc1ccccn1)C(=O)NCc1cccs1	i	0.088	73
NC(CN1CCOCC1)c1ccccc1 (configuration not stated)	i	0.023	36
COc1ccc(NC(C)=O)cc1NC(=O)CCc1csc(NC(=O)c2ccco2)n1	i	0.11	64
c1coc(-c2nnc(C3CCNCC3)s2)c1	i	0.059	53
Cc1ccc(Nc2ccc(NC(=O)Cc3noc4ccccc34)cc2)nn1	i	0.14	54
COc1cc(NC(=O)c2nnn(-c3cccc(Cl)c3C)c2N)cc(OC)c1	i	0.16	61
COc1ccc(CCN2CC(=O)N(c3ccc(Cl)cc3)C3CS(=O)(=O)CC32)cc1 (configuration not stated)	i	0.081	63
Cc1ccccc1C(=O)NCC1CCN(C(=O)NC(C)(C)C)CC1	i	0.11	62
O=C(NCCN1CCN(C(=O)c2cccs2)CC1)c1cc(-c2ccccc2)on1	i	0.1	55
CC(C)c1nnc(C2CCN(S(=O)(=O)Cc3ccccc3)CC2)o1	i	0.061	57
O=C(CCN1CCN(C(=O)c2ccco2)CC1)Nc1ccc(F)cc1	i	0.074	35
COc1ccc(-c2cc(C(=O)NCc3cccs3)c3c(C)nn(C4CCS(=O)(=O)C4)c3n2)cc1 (configuration not stated)	i	0.11	66
O=c1[nH]c2sc3c(c2c(=O)n1-c1ccccc1)CCCC3	i	0.097	60
O=C(c1ccc(N2C(=O)C3CCCCC3C2=O)cc1)N1CCN(C(=O)c2ccco2)CC1 (configuration not stated)	i	0.072	58
COc1ccc(-c2nnc(NC(=O)Cc3ccc(C)cc3C)o2)cc1OC	i	0.073	47
COc1ccccc1CCNC(=O)CC1CCCCN1S(=O)(=O)c1ccc(C)cc1 (configuration not stated)	+	0.06*	90*
O=C(NCc1c(F)cccc1F)C(=O)Nc1ccccc1Cl	i	0.09	53
Cn1cccc1C(CNC(=O)C(=O)NCCC1=CCCCC1)N1CCOCC1 (configuration not stated)	i	0.074	60
O=C(NCC(O)(c1ccccc1)C(F)(F)F)C1(c2ccccc2)CCOCC1 (configuration not stated)	i	0.12	51

(next part)
SMILES	GluA2 TARP mod	GluA2 TARP mod agonism max-min	GluA2 TARP mod glutamate slope
O=C(CSc1nnnn1-c1cccc(C(F)(F)F)c1)N1CCOCC1	i	0.065	73
CCCCOCC(O)CN1CCN(c2ccc(F)cc2)CC1 (configuration not stated)	i	0.085	63
COC(=O)c1ccc(CSc2cc(N3CCN(c4ccccc4F)CC3)ncn2)o1	+	0.059*	59*
Cn1nc(C2CCN(C(=O)C3CC=CCC3)CC2)n(-c2ccccc2)c1=O (configuration not stated)	i	0.095	58
CC1(C)CS(=O)(=O)N(c2ccc(Cl)c(C(=O)Nc3ccc4c(c3)OCO4)c2)C1=O	i	0.16	78
CCOC(=O)c1ccc(NC(=O)CSc2nc(=O)[nH]c(C)c2C(=O)OCC)cc1	i	0.059	68
CCc1ccc(NC(=O)NCCCn2nc(-c3ccccc3)ccc2=O)cc1	i	0.1	48
O=C(Nc1nc(C(=O)N2CCc3ccccc3C2)co1)c1ccco1	+	0.27*	89*
CCOc1cc(C(=O)N2c3ccccc3CC2C(=O)NC)cc(OCC)c1OCC (configuration not stated)	i	0.048	51
COc1ccc(NC(=O)CN(C)S(=O)(=O)c2ccc(C)cc2)cc1	i	0.1	61
Cc1ccc(Oc2ccc(N(C)C(=O)CC(C)C)cc2)nn1	i	0.088	70
CC(=O)c1ccc(NC(=O)c2ccc(COc3ccc(Cl)cc3)o2)cc1	i	0.096	44
Cc1cccc(NC(=O)CSc2ccc(NC(=O)c3cccs3)nn2)c1C	i	0.096	47
Cn1nnc2c(N3CCN(CC(=O)Nc4ccc(F)c(Cl)c4)CC3)ncnc21	i	0.033	34
COC(=O)N1CCC(CNS(=O)(=O)c2ccc(F)c(Cl)c2)CC1	i	0.11	64
CN(Cc1ccccc1)C(=O)C(=O)c1c[nH]c2ccccc12	i	0.17	58
CC(C)(C)c1ccc(/C=C2\Oc3cc(OCC#N)ccc3C2=O)cc1	i	0.096	54
COc1ccccc1-n1c(-c2ccccc2)cn2c3c(=O)n(CC(N)=O)c(=O)n(C)c3nc12	i	0.065	60
Cn1nc(-c2ccc(NC(=O)c3ccco3)cc2)ccc1=O	i	0.066	31
CNC(=O)/C(C#N)=C1\SC(Cc2ccc(C)c(Cl)c2)C(=O)N1c1cccc(OC)c1 (configuration not stated)	i	0.079	58
Cc1nn(C(C)(C)C)c(OC(=O)c2cccc(F)c2)c1S(=O)(=O)c1ccccc1	i	0.05	45
Cc1cccc(OCC(O)CN2CCN(Cc3ccc4c(c3)OCO4)CC2)c1 (configuration not stated)	i	0.068	51
O=C(CSc1nnc(-c2ccncc2)o1)Nc1ccc(OC(F)(F)F)cc1	i	0.052	50
CC(=O)Oc1ccc2c(C)c(-c3ccc(Br)cc3)c(=O)oc2c1	i	0.065	61
COc1ccccc1-c1ccc(N2CCC(C(=O)Nc3ccc(C(N)=O)cc3)CC2)nn1	i	0.11	72

Next entries.
SMILES	GluA2 TARP mod	GluA2 TARP mod agonism max-min	GluA2 TARP mod glutamate slope
COC(=O)N1CCC(CNS(=O)(=O)c2ccccc2Br)CC1	i	0.072	58
O=C(NCCCn1nc(-c2ccccc2)ccc1=O)c1ccc(Br)o1	i	0.076	57
CC(C)OC(=O)C1(C(=O)OC(C)C)CC(CO)(CO)C1	i	0.029	41
COc1ccc(OC)c(-c2ccc(=O)n(CCN3CCCCC3)n2)c1	i	0.1	107
O=C(Nc1cccc(N2CCCS2(=O)=O)c1)c1cccc(F)c1	i	0.043	46
COc1ccc2nc(N3CCN(C(=O)c4ccno4)CC3)sc2c1	i	0.083	35
COc1ccc(S(=O)(=O)CCCC(=O)Nc2sc3c(c2C#N)CCC3)cc1	i	0.066	45
Cn1nc(-c2ccc(NS(=O)(=O)c3ccc(Cl)s3)cc2)ccc1=O	i	0.07	57
COc1ccccc1OCC(=O)NCC(O)(c1cccs1)C1CC1 (configuration not stated)	i	0.11	35
CSCCC(C)(O)CNS(=O)(=O)c1ccc(Cl)s1 (configuration not stated)	+	0.15*	56*
COC(=O)c1c(NC(=O)C2c3ccccc3Oc3ccccc32)sc2c1CCC2	i	0.065	4
CNc1nn(CC(=O)Nc2c(C)cc(C)cc2C)c(N)c1-c1nc(-c2cccc(Cl)c2)no1	i	0.12	55
COc1ccc(CCNC(=O)CCn2c(=O)oc3ccc(Cl)cc32)cc1	i	0.088	54
COc1cccc(CNC(=O)CSc2ccc(NC(=O)c3cccs3)nn2)c1	i	0.082	47
COc1cc(C(=O)Nc2cccc(N3CCCC3=O)c2)cc(OC)c1OC	i	0.12	54
O=C(Cc1ccc(F)cc1)Nc1cc(-c2cccs2)nn1CCO	i	0.16	59
Cn1c(=O)n(Cc2cccc3ccccc23)c(=O)c2c(N3CCN(C(=O)C4CC4)CC3)ccnc21	i	0.096	69
CNC(=O)C(=O)NCCC1CCCCN1S(=O)(=O)c1cc(C)ccc1C (configuration not stated)	i	0.089	59
CCOC(=O)CNC(=O)CN1CCC(COCc2ccccc2)CC1	i	0.047	57
CCCNC(=O)Cn1cnc(CCC)cc1=O	i	0.097	64
COc1ccc(N2CCN(S(=O)(=O)c3ccc(F)cc3)CC2)cc1	i	0.11	66
O=S(=O)(c1ccc(Br)s1)N1CCC(c2cccs2)CC1	i	0.094	59
O=C1COc2ccc(C(=O)CN3CCNCC3)cc2N1	i	0.072	58
CC1CCN(CC(O)COc2ccc3ccccc3c2)CC1 (configuration not stated)	i	0.067	58
O=C(Nc1ccc(N2CCCC2=O)cc1)C(=O)Nc1nc2ccccc2s1	i	0.082	47
COc1cccc(C(=O)NCC(O)(c2cccs2)C2CC2)c1OC (configuration not stated)	i	0.11	55
O=C(/C=C\c1ccccc1)NCCS(=O)(=O)N1CCN(c2ccccn2)CC1	i	0.089	56
CC1CCC(C(C)C)C(OCC(O)CN2CCN(CCO)CC2)C1 (configuration not stated)	i	0.046	42
O=C(O)c1ccc(-c2ccc(/C=c3\sc4ncnn4c3=O)o2)cc1	i	0.12	62
CCc1nc(SCC(=O)NCCc2ccccc2)n[nH]1	i	0.035	51

Not all compounds are listed. The share of hits here may be higher or lower than overall.
